Screening results as filed in PubChem.
TDP1 block: qHTS Assay for Inhibitors of Tyrosyl-DNA Phosphodiesterase (TDP1). actives 0.28% (n = 350,000). Potency, µM (series often up to 130 µM), inactives show at the top dose activity change, negative = inhibition, actives largely listed as inhibitors. recombinant TDP1, AlphaScreen DNA substrate cleavage. Tyrosyl-DNA phosphodiesterase 1 (Homo sapiens), Q9NUW8; active = well fitted inhibition curve with a large enough effect; note: nearly all actives have a fitted effect of over 40% in size
Target sequence (Q9NUW8 whole entry, looked up): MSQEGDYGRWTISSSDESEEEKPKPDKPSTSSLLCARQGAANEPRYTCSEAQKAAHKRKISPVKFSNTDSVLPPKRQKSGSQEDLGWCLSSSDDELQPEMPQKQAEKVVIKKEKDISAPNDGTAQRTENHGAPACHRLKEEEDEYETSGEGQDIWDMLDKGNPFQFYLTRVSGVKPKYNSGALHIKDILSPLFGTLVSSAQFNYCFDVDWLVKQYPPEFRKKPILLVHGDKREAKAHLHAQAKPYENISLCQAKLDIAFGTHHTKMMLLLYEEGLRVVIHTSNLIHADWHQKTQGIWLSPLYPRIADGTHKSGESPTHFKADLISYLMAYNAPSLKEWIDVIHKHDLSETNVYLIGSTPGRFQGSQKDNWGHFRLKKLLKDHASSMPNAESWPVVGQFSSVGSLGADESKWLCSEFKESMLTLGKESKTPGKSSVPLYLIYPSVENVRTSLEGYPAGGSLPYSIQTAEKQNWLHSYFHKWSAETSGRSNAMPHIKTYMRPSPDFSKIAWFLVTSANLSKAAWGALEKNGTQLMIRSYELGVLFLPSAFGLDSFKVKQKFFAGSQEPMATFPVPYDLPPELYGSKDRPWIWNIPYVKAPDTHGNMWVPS
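Tdp1 1 nM final; 15 min RT w/ cpd; substrate 15 nM, 5 min; beads 10 ug/ml, 10 min; AlphaScreen read. Neg ctrl: no enzyme.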
Active calls of the source: *; & = joins results of further samples; [ ] = dose if it differs, or a comment. % is set by controls: 0 for no effect and ±100 for the full control effect; potency is the fitted concentration of half-maximal effect. An excerpt; rates above refer to the full screens.

For COc1cc(OC)cc(-c2nnc3n2N=C(c2c(OC)cccc2OC)CS3)c1 the results were TDP1 block 19.7%.
`C[C@H](CCC(=O)NCC(=O)O)[C@H]1CC[C@H]2[C@H]3[C@@H](C[C@@H](O)[C@]12C)[C@]1(C)CC[C@H](O)C[C@@H]1C[C@@H]3O` gave TDP1 block 13.3%[21 µM].
`O=C(O)c1ccc2c(c1)C(=O)N([C@H](Cc1ccc(C(F)(F)F)cc1)C(=O)O)C2=O` gave TDP1 block 6.8%.
Screening O=C(CSc1nc(-c2ccccc2)nc2c1Cc1ccccc1O2)Nc1ccccc1 returned TDP1 block -2.0%.
For Oc1ccc(CNc2cccnc2)c2cccnc12 the results were TDP1 block 4.7%.
For CC(C)C[C@@H](CC(=O)N[C@@H](CCC(=O)O)CC(=O)O)NC(=O)[C@@H]1CNCC[C@H]1NC(=O)C[C@H](CCCN)NC(=O)C[C@H](Cc1ccccc1)NC(=O)[C@@H]1CCCC[C@H]1N the results were TDP1 block 4.4%.
Screening C/C=C\C1=C(CO)[C@H](O)[C@H]2OC2[C@@H]1O (stereo not given in full) returned TDP1 block 24.9%[21 µM].
For COc1ccc(N2C(=O)CCC2(C(N)=O)c2ccccc2)cc1 (stereo not given) the results were TDP1 block 2.7%.
For OCC1O[C@H](O[C@H]2C(O)C(O)C(O)O[C@@H]2CO)C(O)C(O)C1O (stereo not given in full) the results were TDP1 block 4.5%.
`COc1cc2cc(C)c3nnc(SCC(N)=O)n3c2cc1OC` gave TDP1 block 6.3%.
Screening COc1ccc2c(C)cc(SCC(=O)Nc3nsc(-c4ccc(C(C)(C)C)cc4)n3)nc2c1 returned TDP1 block 3.2%.
Screening CCN1C(=O)[C@H]2[C@H]3[C@H](O)[C@H](O)C/C(=N/OC[C@@H]4O[C@H](c5ccccc5)C=C[C@@H]4Oc4ccc(OC)cc4)[C@@H]3CC[C@@H]2C1=O returned TDP1 block 11.1%[21 µM].

Of the compounds above, these contain four or more nitrogen atoms:
For COc1cc(OC)cc(-c2nnc3n2N=C(c2c(OC)cccc2OC)CS3)c1 the results were TDP1 block 19.7%.
For CC(C)C[C@@H](CC(=O)N[C@@H](CCC(=O)O)CC(=O)O)NC(=O)[C@@H]1CNCC[C@H]1NC(=O)C[C@H](CCCN)NC(=O)C[C@H](Cc1ccccc1)NC(=O)[C@@H]1CCCC[C@H]1N the results were TDP1 block 4.4%.
`COc1cc2cc(C)c3nnc(SCC(N)=O)n3c2cc1OC` gave TDP1 block 6.3%.
Screening COc1ccc2c(C)cc(SCC(=O)Nc3nsc(-c4ccc(C(C)(C)C)cc4)n3)nc2c1 returned TDP1 block 3.2%.

The main list resumes with the 5 entries that preceded the break.
For COc1ccc(N2C(=O)CCC2(C(N)=O)c2ccccc2)cc1 (stereo not given) the results were TDP1 block 2.7%.
For OCC1O[C@H](O[C@H]2C(O)C(O)C(O)O[C@@H]2CO)C(O)C(O)C1O (stereo not given in full) the results were TDP1 block 4.5%.
`COc1cc2cc(C)c3nnc(SCC(N)=O)n3c2cc1OC` gave TDP1 block 6.3%.
Screening COc1ccc2c(C)cc(SCC(=O)Nc3nsc(-c4ccc(C(C)(C)C)cc4)n3)nc2c1 returned TDP1 block 3.2%.
Screening CCN1C(=O)[C@H]2[C@H]3[C@H](O)[C@H](O)C/C(=N/OC[C@@H]4O[C@H](c5ccccc5)C=C[C@@H]4Oc4ccc(OC)cc4)[C@@H]3CC[C@@H]2C1=O returned TDP1 block 11.1%[21 µM].
Screening CC[C@@H](c1ccccc1)n1c(=O)n2n(c1=O)[C@H]1[C@H](O)[C@H]3O[C@@H]3/C(=N/OCC(C)C)[C@@H]1CC2 returned TDP1 block 1.6%[21 µM].
For N#Cc1nc(-c2ccc(OCc3ccccc3Cl)cc2)oc1NCCCn1ccnc1 the results were TDP1 block 4.5%.
Screening Cc1ccccc1-c1nnc(NC(=O)c2cc3ccccc3oc2=O)s1 returned TDP1 block 2.7%.
Screening Cc1ccc(C)c(NC(=O)CN2CCSc3ccc(S(=O)(=O)N4CCCC4)cc32)c1 returned TDP1 block 5.3%.
Screening Cc1ccc(C)c(NC(=O)CCNS(=O)(=O)c2ccc3c(c2)CCCC(=O)N3)c1 returned TDP1 block 3.2%.
Screening CC(C)[C@@H](CC(=O)N[C@@H]1CCCC[C@H]1C(=O)N[C@H](CC(=O)N[C@@H](CCC(=O)O)CC(=O)O)Cc1ccccc1)NC(=O)C[C@H](Cc1ccccc1)NC(=O)[C@@H]1CCCC[C@H]1N returned TDP1 block 2.5%.
CCOC(=O)Cn1c(=O)n(CC2CCCO2)c2nc(-c3ccc(CC)cc3)nc(C(N)=O)c21 (stereo not given) was read as TDP1 block 5.3%.
For CC(C)NC(=O)c1ccc(-n2c(=S)[nH]c3ccccc3c2=O)cc1 the results were TDP1 block -2.5%.
Screening COc1ccc(C2=Nn3c(nnc3-c3ccccc3F)SC2)cc1OCC1CC1 returned TDP1 block 5.2%.
Screening CC(C)C[C@@H](CC(=O)N[C@@H](CCC(=O)O)CC(=O)O)NC(=O)[C@@H]1CNCC[C@H]1NC(=O)C[C@@H](NC(=O)C[C@H](Cc1ccccc1)NC(=O)[C@@H]1CCCC[C@H]1N)C(C)C returned TDP1 block 6.9%.
CC(C)(C)NC(=O)C(c1ccc(I)cc1)N(CCN1CCOCC1)C(=O)CCCNC(=O)c1ccccc1 (stereo not given) was read as TDP1 block 2.7%.
CC1=CC23C(=O)C(C=C(CO)[C@@H](O)[C@]2(O)[C@H]1O)[C@H]1[C@@H](C[C@H]3C)C1(C)C (stereo not given in full) was read as TDP1 block 2.3%.
`CO/N=C1/c2cc(OC)ccc2O[C@@H](c2cccc(OC)c2)[C@H]1O` gave TDP1 block 5.8%[21 µM].
For CCN(C(=O)c1cc2ccccc2o1)C12CC3CC(CC(C3)C1)C2 the results were TDP1 block 0.0%.
Screening COc1ccc(C2=Nn3c(nnc3-c3ccc(OC)cc3OC)SC2)cc1 returned TDP1 block 8.5%.
For CCN1C(=O)[C@H]2[C@H]3[C@H](O)[C@H](O)C/C(=N/O[C@@H](C)c4cn([C@H](CO)Cc5ccccc5)nn4)[C@@H]3CC[C@@H]2C1=O the results were TDP1 block 6.9%&6.9%[21 µM].
`COc1cccc([C@@H]2Oc3ccc(OC)cc3/C(=N/OC[C@@H](O)COCc3ccco3)[C@@H]2O)c1` gave TDP1 block 10.1%[21 µM].
`O=C(Cn1ncc2ccsc2c1=O)N1CCN(c2ccccc2F)CC1` gave TDP1 block 3.8%.
For CCOCCOC(=O)COc1ccc(N2C(=O)c3ccccc3C2=O)cc1 the results were TDP1 block 6.2%.
Screening CC(c1ncncc1F)[C@](O)(Cn1cncn1)c1ccc(F)cc1F (stereo not given in full) returned TDP1 block 2.1%.
Screening CC(C)[C@@H]1NC(=O)[C@@H](Cc2ccccc2)NC(=O)[C@H](CC(=O)O)NC(=O)CNC(=O)[C@H](CCCN=C(N)N)NC1=O returned TDP1 block 7.5%.
CC(=O)[C@@]1(O)CC[C@H]2[C@H]3C[C@@H](C)C4=CC(=O)C=C[C@]4(C)[C@@]3(F)[C@@H](O)C[C@]21C was read as TDP1 block 6.4%[56.1 µM].
`C[C@@H](c1ccccc1)N1C(=O)[C@H]2[C@H]3[C@H](O)[C@H](O)C/C(=N/NC(=O)OCc4ccccc4)[C@H]3CC[C@@H]2C1=O` gave TDP1 block 9.0%[21 µM].
For CCC(=O)NC(c1ccc2c(c1)OCO2)c1cc(Cl)c2cccnc2c1O (stereo not given) the results were TDP1 block -0.1%.
`C[C@H]1Cc2c(-c3ccccc3)nc3c(c2CO1)CN(C(=O)Nc1cccc(C#N)c1)CC3` gave TDP1 block 6.5%[12.3 µM].
Screening COC(=O)[C@@]1(Cc2ccc(OC)cc2)[C@H]2c3cc(C(=O)N(C)C)n(Cc4ccc(C)o4)c3C[C@H]2CN1C(=O)c1ccccc1 returned TDP1 block 9.3%.
`O=C(O)c1ccc(/C=N/NC(=O)C2CC2(c2ccccc2)c2ccccc2)cc1` (stereo not given) gave TDP1 block -0.6%.
`CC[C@@H](c1ccccc1)n1c(=O)n2n(c1=O)[C@H]1[C@H](O)[C@H]3O[C@@H]3/C(=N/OC/C=C(\C)CCC=C(C)C)[C@@H]1CC2` gave TDP1 block -0.5%[21 µM].
`CCC1=C2CC[C@H]3C(=O)N(c4ccccc4)C(=O)[C@H]3[C@H]2[C@@]2(Cc3ccccc3)C(=NCCOC)OC(=O)N2C1=O` gave TDP1 block 7.5%.
O=C(Cc1nnc(-c2cc3ccccc3[nH]2)s1)Nc1cc(C(F)(F)F)ccc1Cl was read as TDP1 block 0.3%&0.2%.
`Cc1nc2ccccc2n1/C(=N/S(=O)(=O)c1ccc(Br)cc1)c1ccccc1` gave TDP1 block 4.9%.
Screening COc1ccc(S(=O)(=O)N(CC(=O)Nc2ccccc2Cl)Cc2ccccc2)cc1 returned TDP1 block 0.9%.
`COC(=O)CCC(=O)OC1(C)C(=O)C=C2C=C(c3ccc(C#N)cc3)OC=C2C1=O` (stereo not given) gave TDP1 block 6.9%&2.5%.
C[C@@]12CCc3occc3[C@H]1CC[C@@]13C[C@@H](CC[C@H]12)[C@@](O)(CO)C3 was read as TDP1 block 9.5%.
O=P(O)(O)O[C@@H]1[C@H](O)[C@H](O)[C@@H](OP(=O)(O)O)[C@H](OP(=O)(O)O)[C@H]1O was read as TDP1 block 4.1%.
O=C(CCCSc1nnnn1-c1ccccc1)c1ccc(F)cc1 was read as TDP1 block -7.5%.
`CCCCS(=N)(=O)CC[C@H](N)C(=O)O` (stereo not given in full) gave TDP1 block 10.7%[56.1 µM].
`COc1cccc(OC)c1C1=Nn2c(nnc2-c2ccccc2O)SC1` gave TDP1 block 6.8%.
CC(=O)N[C@@H](c1ccccc1)[C@]1(C)C[C@H]1[C@@H](C)C(=O)Nc1ccc2ccccc2c1 was read as TDP1 block 12.3%.
CCCCC/C=C\C/C=C\C/C=C\CCCCCCC(=O)NCCc1ccc(O)c(O)c1 was read as TDP1 block 4.4%.
CC(=O)Nc1ccc(SCC(c2ccccc2)N2CCN(CCc3ccccc3)CCC2=O)cc1 (stereo not given) was read as TDP1 block 11.5%.
Cc1ccnc(NS(=O)(=O)c2ccc(C(C)(C)C)cc2)c1 was read as TDP1 block 4.8%.
For Cc1ccc(C2CC(=O)Oc3ccc(O)cc32)cc1 (stereo not given) the results were TDP1 block -1.0%[234 µM].
Cc1cc(C)nc(OC(=O)c2ccc(Cl)cc2Cl)n1 was read as TDP1 block 0.0%.
Screening CC(Sc1nnc(-c2cccnc2)n1-c1ccccc1F)C(=O)N1CCCc2ccccc21 (stereo not given) returned TDP1 block 5.4%.
Screening O=C1[C@@H]2[C@H]3[C@H](O)[C@H](O)C/C(=N/OC[C@@H](O)COCc4ccco4)[C@@H]3CC[C@H]2C(=O)N1c1ccc(F)cc1F returned TDP1 block 1.6%[21 µM].
COC(=O)[C@@]1(Cc2ccccc2)[C@H]2c3cc(C(=O)N(C)C)n(Cc4c(CO)[nH]cc(C)c4=O)c3C[C@H]2CN1C(=O)c1ccccc1 was read as TDP1 block 9.3%.
CCc1cc2c(nc1CC)CCN(CC/C(C)=N/OCC[C@@H]1C=C[C@H](OC(C)=O)[C@H](COC(C)=O)O1)C2 was read as TDP1 block 1.6%[21 µM].
For CCCCC1=CC2=CC(=O)C(C)(OC(=O)CC)C(=O)C2=CN1c1ccncc1 (stereo not given) the results were TDP1 block 7.2%[21 µM].
For Cc1ccc(C(C)NC(=S)NC2CCCCC2)cc1C (stereo not given) the results were TDP1 block 0.5%.
Clc1ccc(C2C3=C(Nc4ncnn42)c2ccccc2CC3)cc1 (stereo not given) was read as TDP1 block 5.9%.
`CCCCNC(=S)N(C)/N=C/c1sc(N2CCCCC2)nc1-c1cccs1` gave TDP1 block -5.6%.
Screening C/C(=C\CNc1ncnc2c1ncn2[C@@H]1O[C@H](CO)[C@@H](O)[C@H]1O)CO returned TDP1 block 13.3%.
Cc1cc(Oc2ccc(=O)n(C)n2)nc(=S)[nH]1 was read as TDP1 block -2.5%.
`Cn1c(=O)c2cnc(N3CCOCC3)nc2n(C)c1=O` gave TDP1 block 3.1%.
`C=CCN1c2ccccc2[C@]23C[C@@H](C(=O)OC)N(S(=O)(=O)c4ccc(C(F)(F)F)cc4)C2=NC(C(=O)OC)=C(C(=O)OC)[C@H]13` gave TDP1 block 9.2%[12.3 µM].
O=c1c2ccccc2oc2nc(-c3ccco3)n(CCc3ccccc3)c(=O)c12 was read as TDP1 block 6.1%.
`Cc1ccc(C)c(NC(=O)CSc2ncc(S(=O)(=O)c3ccc(C)c(Cl)c3)c(=O)[nH]2)c1` gave TDP1 block 4.1%.
`COc1cc(F)c(S(=O)(=O)N2CCN(S(=O)(=O)c3ccc(N)cc3)CC2)c(F)c1` gave TDP1 block 0.7%.
`COc1c(N2CCN(C(=S)Nc3ccccc3)C(C)C2)c(F)cc2c(=O)c(C(=O)O)cn(C3CC3)c12` (stereo not given) gave TDP1 block 0.0%.
Screening CC12CC3(O)OC(O1)C1(COC(=O)c4ccccc4)[C@@H]3CC21O[C@@H]1O[C@H](CO)[C@@H](O)[C@H](O)[C@H]1O returned TDP1 block 2.0%.
`CCCN1CCC(=O)N(C(CSc2ccc(Br)cc2)c2ccccc2)CC1` (stereo not given) gave TDP1 block 3.8%.
COc1ccc(C2CC(c3ccccc3)Oc3cc(OC)ccc32)cc1 (stereo not given) was read as TDP1 block -9.1%&-5.6%.
Screening C[C@H](NC(=O)OC(C)(C)C)c1nnc(SCc2c(F)cccc2Cl)o1 returned TDP1 block 5.8%.
Screening COc1cc2c(c(O)c1OC)-c1c(cc(OC)c(OC)c1O)[C@@H](OC(=O)c1ccccc1)[C@@](C)(O)[C@@H](C)[C@@H]2OC(C)=O returned TDP1 block 1.2%.
Screening Cc1cc(C)c2cc(CN(CCO)C(c3nnnn3Cc3ccc(F)cc3)C(C)C)c(=O)[nH]c2c1 (stereo not given) returned TDP1 block 11.6%.
